Bioassay records from PubChem BioAssay.
BH1578 lux ind: inducers of Vibrio cholerae quorum light production without autoinducers, primary screen, BH1578 luxS cqsA deficient, single point. V. cholerae BH1578 lux reporter, luminescence, 6 h. activation, % at 18.7 µM. actives 0.16% (n = 350,000); in the data active = activation mostly above about 9.7%, no sharp cut-off; inconclusive = no clear call, values can overlap the other calls; inactive = mostly below about 3.7%; note: not every result past the cut was called active; inactives centre near 0; reference of the scale not given here
MazF activator: activators of E. coli MazEF toxin-antitoxin RNase, primary screen, biochemical, fluorescence, uHTS; Endoribonuclease toxin MazF (Escherichia coli (strain K12)), P0AE70; FAM/BHQ RNA-DNA oligo cleavage fluorescence, 5 h; activation, % at 20 µM; actives 0.32% (n = 350,000); in the data active = activation above about 50%
Target sequence (P0AE70 whole entry, looked up): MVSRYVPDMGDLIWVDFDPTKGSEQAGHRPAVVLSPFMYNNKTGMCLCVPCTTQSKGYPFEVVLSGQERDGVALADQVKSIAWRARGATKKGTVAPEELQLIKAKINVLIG
Rv3671c protease: Rv3671c serine protease inhibitors, primary screen, biochemical, fluorescence polarization, M. tuberculosis H37Rv; actives 0.048% (n = 320,000); inhibition, % at 5.96 µM; in the data active = inhibition above about 38%;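 note: extracellular domain of Rv3671c used as enzyme; 0% = enzyme with DMSO and 100% = no enzyme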
Target sequence (P9WHR9 whole entry, looked up, the tested form may be a part): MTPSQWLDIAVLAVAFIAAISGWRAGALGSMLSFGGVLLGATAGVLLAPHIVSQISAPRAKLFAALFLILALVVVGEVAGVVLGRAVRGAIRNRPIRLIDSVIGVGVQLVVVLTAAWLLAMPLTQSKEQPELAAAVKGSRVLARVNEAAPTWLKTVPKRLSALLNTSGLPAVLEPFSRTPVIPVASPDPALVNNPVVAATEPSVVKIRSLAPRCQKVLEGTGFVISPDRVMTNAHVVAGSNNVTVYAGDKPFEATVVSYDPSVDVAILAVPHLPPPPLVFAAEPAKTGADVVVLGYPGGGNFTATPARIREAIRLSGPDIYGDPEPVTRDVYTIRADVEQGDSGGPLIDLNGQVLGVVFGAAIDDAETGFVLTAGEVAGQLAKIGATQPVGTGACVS
TcdB GH inh: TcdB glycohydrolase inhibitors, primary screen, biochemical, single point, plate reader | AID 652162, 2013 | actives 0.24% (n = 350,000) | inhibition, % at 9.99 µM | TcdB glycohydrolase enzymatic assay | Toxin B (Clostridioides difficile), P18177; in the data active = inhibition above about 10%
PriA SSB inh: inhibitors of Klebsiella pneumoniae PriA binding to SSB C-terminal tail, primary screen, biochemical, AlphaScreen; PriA–SSB C-terminal tail interaction (Klebsiella pneumoniae); AlphaScreen SSBct-PriA binding, biotinylated peptide; inhibition, % at 33 µM; actives 0.6% (n = 430,000); in the data active = inhibition mostly above about 37%, no sharp cut-off; inactive = mostly below about 20%;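 note: plate controls were negative control peptide for no effect and reference peptide for full effect; strong numbers were not always called active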
Y pestis TopoI: Yersinia pestis topoisomerase I inhibitors, primary screen, biochemical, cleavage product accumulation, plate reader, single point; DNA topoisomerase I (Yersinia pestis CO92); Y. pestis Topo-I cleavage product accumulation; activity, % at 10 µM; actives 0.064% (n = 360,000); AID 504884, 2011; in the data active = activity above about 50%, passing the limit was not always enough; inconclusive = no clear call, values can overlap the other calls; note: inactives centre near 2
3CLpro inhibitor: SARS-CoV 3CLpro protease inhibitors, primary screen, biochemical, quenched FRET. recombinant SARS-CoV 3CLpro, quenched FRET peptide cleavage. inhibition, % at 6 µM. actives 0.14% (n = 290,000); in the data active = inhibition above about 12%
DUSP3 inh: VHR1 phosphatase inhibitors, primary screen, biochemical, absorbance, uHTS; Dual specificity protein phosphatase 3 (Homo sapiens), P51452; recombinant VHR phosphatase, pNPP absorbance; inhibition, % at 13.3 µM; actives 0.52% (n = 290,000); in the data active = inhibition above about 50%; note: some compounds called inactive have numbers as strong as hits
Target sequence (P51452 whole entry, looked up): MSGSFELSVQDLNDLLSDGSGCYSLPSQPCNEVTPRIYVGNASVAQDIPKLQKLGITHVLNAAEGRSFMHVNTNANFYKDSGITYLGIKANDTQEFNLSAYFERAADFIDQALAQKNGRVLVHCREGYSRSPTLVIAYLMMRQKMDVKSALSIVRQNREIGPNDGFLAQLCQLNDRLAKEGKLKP
Anthrax LF prot: Bacillus anthracis LF protease inhibitors, primary screen, biochemical, multiplex microsphere, MLPCN library; multiplex microsphere protease cleavage assay; inhibition, % at 10 µM; actives 0.12% (n = 360,000); in the data active = inhibition above about 30%; inconclusive = no clear call, values can overlap the other calls; note: plate controls were buffer without enzyme for full effect and enzyme alone for no effect
PfHsp40 rescue: rescue of yeast from PfHsp40 toxicity, primary screen, S. cerevisiae, ATP luminescence; S. cerevisiae expressing PfHsp40, growth rescue; growth rescue, % at 12.5 µM; actives 0.68% (n = 340,000); in the data active = growth rescue above about 28%, passing the limit was not always enough; inconclusive = no clear call, values can overlap the other calls;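 note: yeast W303a lacking pdr1 and pdr3 grown in galactose medium; growth measured after three days at 30 °C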
Numbers without * were called inactive; i = inactive; ? = inconclusive; · = not tested or not shown; & = joins results of further samples. An excerpt (hit frequency here may not be typical).

nr	compound	BH1578 lux ind	MazF activator	Rv3671c protease	TcdB GH inh	PriA SSB inh	Y pestis TopoI	3CLpro inhibitor	DUSP3 inh	Anthrax LF prot	PfHsp40 rescue
1	O=C(c1ccc(CNS(=O)(=O)c2ccccc2)cc1)N1CCN(Cc2ccccc2)CC1	-4.2	-2	0	·	-3	-3	6	11	-5	-0.6
2	C/C(=N/NC(=O)c1cc(-c2ccc(Br)s2)[nH]n1)c1ccco1	-0.3	10	-17	0.5	·	4	1	5	-1	-0.6
3	O=C(CCNS(=O)(=O)c1cccc(C(F)(F)F)c1)NCc1ccco1	-0.5	0	1	-0.3	-2	7	·	·	-2	-2.3
4	FC(F)Sc1ccc(Nc2ncnc3nc[nH]c23)cc1	-2.6	3	-4	·	-18	-1	1	-9	-4	0.9
5	CC[C@H](C)[C@H](NC(=O)c1ccccc1)C(=O)Nc1ccc(S(=O)(=O)Nc2cc(C)nc(C)n2)cc1	-0.7	1	1	0.9	0	-7	-3	5	8	-1.3
6	Cc1ccc(NC(=O)CSc2ncnc3ccccc23)cc1S(=O)(=O)N1CCOCC1	-0.3	0	2	0.4	-2	-1	1	21	-8	0.6
7	Cc1cc(C)n(-c2cc(O)c(-n3nc(C)cc3C)cc2O)n1	i	-19	2	-56	-10	-4	1	14	2	4.1
8	CCCC(=O)N1CCC1(C)C(=O)Nc1ccc2c(c1)OCCO2 (stereo unspecified)	i	·	·	-2.8	·	-1	·	·	1	·
9	Cn1cc(S(=O)(=O)NCc2cccs2)c(=O)n(C)c1=O	-0.2	4	-5	2.3	-4&-14	5	-6	-33	4	-0.2
10	COc1cc(N(C)C)c([N+](=O)[O-])cc1C(=O)N1CCOCC1	-0.9	11	9	·	3	-1	3	11	-1	0.3
11	CCOC(=O)N1CCN(c2ccc(S(=O)(=O)N3CCOCC3)cc2[N+](=O)[O-])CC1	-0.7	-3	6	2.5	-11	-10	·	·	?	·
12	COc1ccc(C(CNC(=O)c2cc3ccccc3o2)N2CCCC2)cc1 (stereo unspecified)	i	-2	-1	0.0	-3	1	·	·	3	-0.7
13	COc1ccc(NC(=O)CN(C)C(=O)CCc2ccccc2)cc1	i	11	-5	-1.1	1	8	-1	-1	5	0.8
14	Cc1ccccc1C(=O)Nc1c(C)[nH]c(=O)[nH]c1=O	i	7	0	0.4	-2	-3	0	-5	-4	-3.3
15	O=C(CCn1c(=O)c2ccccc2n(CC(=O)N2CCN(c3ccccc3)CC2)c1=O)NCc1ccco1	i	12	1	-0.2	-9	1	4	3	0	-1.9
16	Cc1cc(C(=O)Nc2c(C)n(C)n(-c3ccccc3)c2=O)cs1	4.3	-3	4	·	-3	3	3	0	0	-1.0
17	O=S(=O)(NCc1ccccn1)c1ccc(Cl)s1	0.2	7	9	0.6	-13	-3	1	22	0	-0.3
18	Cc1ccccc1NC(=O)c1csc2c1CCCC2	-0.2	0	0	·	-10	9	4	-8	-4	0.6
19	COC(=O)C1=C(c2ccccc2OCc2ccccc2)C[C@@H]2CC[C@H]1N2C(=O)NCc1ccc(C(F)(F)F)cc1	1.2	2	-15	1.7	4	20	·	·	-13	7.3
20	CCN(CC)CCNS(=O)(=O)c1ccc(OC)c(Br)c1	i	-10	-1	·	2	-1	-9	19	·	1.8
21	CN(CCc1ccccn1)C(=O)CCC1CCCN(C(=O)c2c(F)ccc(F)c2F)C1 (stereo unspecified)	i	7	-1	-1.2	-13	-6	4	1	1	-0.8
22	O=C1CN(C(=O)CSc2nnc(-c3ccccc3)n2Cc2ccc3c(c2)OCO3)c2ccccc2N1	-5.6	1	-14	·	-20	3	-2	3	-9	2.3
23	CC(=O)Nc1ccc(NC(=O)CCCc2ccccc2)cc1	0.8	3	1	·	-9	1	-3	8	-14	-1.6
24	O=C(NC1CCSC1=O)c1ccccc1 (stereo unspecified)	i	6	-4	·	-19	0	-6	19	0	0.1
25	COc1ccc2c(C)cc(N3CCCCCC3)nc2c1	0.6	1	2	0.2	-33	12	0	2	-2	0.9
26	CCC(=O)n1nc(-c2ccccc2)nc1SCC(=O)Nc1ccc(C)cc1	-5.3	-13	-16	·	-11	3	4	21	-1	1.2
27	Cc1ccc(CNC(=O)c2ccc(N3CCC4(CC3)CC(c3ccccc3)=NO4)c(NC(=O)c3ccc(Br)cc3)c2)cc1	-11	-9	-20	-0.5	-1	13	1	-22	-6	-2.1
28	COc1ccc(C(=O)COC(=O)Cn2[nH]c(=O)c3ccccc3c2=O)c(OC)c1	i	-8	-3	0.8	-5	5	·	·	-2	-1.1
29	CCOc1ccccc1NC(=O)NNC(=O)c1ccc2ccccc2c1	i	-1	-6	0.8	-1	8	7	-2	0	-1.0
30	Cc1cccc(-n2ccnc2SCC(=O)c2c(N)n(C3CC3)c(=O)[nH]c2=O)c1C	-1.2	1	-10	0.8	-3	13	·	·	-5	-0.9
31	Cc1cc(C)n(C(=O)c2ccc(NC(=O)C3CC3)cc2)n1	-0.2	16	-8	-0.1	-9	2	-3	8	-7	0.1
32	CC(N)(C(=O)O)c1cccc(OCc2cccc(Cl)c2)c1 (stereo unspecified)	-0.2	2	0	1.2	-6	7	1	18	0	-0.2
33	Cc1nc2ccccc2nc(C)c1=NO	i	1	5	·	8	-2	-1	21	-5	-1.9
34	Cc1nc(NC(=O)COC(=O)/C=C/c2ccco2)c(Cl)cc1Cl	-1.8	4	-6	0.2	2	6	·	·	-8	-0.1
35	O=C(CN1CCOc2ccccc21)NC1CCN(Cc2ccccc2)CC1	-0.2	1	6	-2.9	1	-10	-2	25	-11	-0.1
36	O=C(NCc1ccc(Cl)c(Cl)c1)c1cc(C2CCCCN2C(=O)C2CCCCC2)on1 (stereo unspecified)	i	·	·	1.1	·	7	·	·	4	·
37	C=CCSc1nnc(NC(=O)COc2ccccc2)s1	-0.3	6	3	-0.3	-4	-12	-1	-26	-4	-0.1
38	CCCS(=O)(=O)N1CCCC(C(=O)NCCN(CC)c2ccccc2)C1 (stereo unspecified)	1.1	1	-4	·	-10	-8	-4	-7	·	-0.4
39	CN(C)C(=O)c1cccc(-c2cnc3c(NC=O)cc(-c4ccc(C(=O)N5CCOCC5)cc4)cn23)c1	i	·	·	-0.6	·	6	·	·	-3	·
40	O=C1NC(=O)N(c2ccc3c(c2)OCO3)C(=O)/C1=C/c1ccsc1	0.4	1	-7	0.7	-4	-2	6	30	0	0.3

Laid out differently: 11 of the compounds above
#30 Cc1cccc(-n2ccnc2SCC(=O)c2c(N)n(C3CC3)c(=O)[nH]c2=O)c1C
#31 Cc1cc(C)n(C(=O)c2ccc(NC(=O)C3CC3)cc2)n1
#32 CC(N)(C(=O)O)c1cccc(OCc2cccc(Cl)c2)c1 (stereo unspecified)
#33 Cc1nc2ccccc2nc(C)c1=NO
#34 Cc1nc(NC(=O)COC(=O)/C=C/c2ccco2)c(Cl)cc1Cl
#35 O=C(CN1CCOc2ccccc21)NC1CCN(Cc2ccccc2)CC1
#36 O=C(NCc1ccc(Cl)c(Cl)c1)c1cc(C2CCCCN2C(=O)C2CCCCC2)on1 (stereo unspecified)
assay / entry	30	31	32	33	34	35	36
BH1578 lux ind	-1.2	-0.2	-0.2	i	-1.8	-0.2	i
MazF activator	1	16	2	1	4	1	·
Rv3671c protease	-10	-8	0	5	-6	6	·
TcdB GH inh	0.8	-0.1	1.2	·	0.2	-2.9	1.1
PriA SSB inh	-3	-9	-6	8	2	1	·
Y pestis TopoI	13	2	7	-2	6	-10	7
3CLpro inhibitor	·	-3	1	-1	·	-2	·
DUSP3 inh	·	8	18	21	·	25	·
Anthrax LF prot	-5	-7	0	-5	-8	-11	4
PfHsp40 rescue	-0.9	0.1	-0.2	-1.9	-0.1	-0.1	·

#37 C=CCSc1nnc(NC(=O)COc2ccccc2)s1
#38 CCCS(=O)(=O)N1CCCC(C(=O)NCCN(CC)c2ccccc2)C1 (stereo unspecified)
#39 CN(C)C(=O)c1cccc(-c2cnc3c(NC=O)cc(-c4ccc(C(=O)N5CCOCC5)cc4)cn23)c1
#40 O=C1NC(=O)N(c2ccc3c(c2)OCO3)C(=O)/C1=C/c1ccsc1
assay / entry	37	38	39	40
BH1578 lux ind	-0.3	1.1	i	0.4
MazF activator	6	1	·	1
Rv3671c protease	3	-4	·	-7
TcdB GH inh	-0.3	·	-0.6	0.7
PriA SSB inh	-4	-10	·	-4
Y pestis TopoI	-12	-8	6	-2
3CLpro inhibitor	-1	-4	·	6
DUSP3 inh	-26	-7	·	30
Anthrax LF prot	-4	·	-3	0
PfHsp40 rescue	-0.1	-0.4	·	0.3

(cont.)
nr	compound	BH1578 lux ind	MazF activator	Rv3671c protease	TcdB GH inh	PriA SSB inh	Y pestis TopoI	3CLpro inhibitor	DUSP3 inh	Anthrax LF prot	PfHsp40 rescue
41	O=C(c1cc(F)ccc1F)C1CCCN(CCCc2ccccc2)C1 (stereo unspecified)	-0.2	0	-2	0.7	2	12	1	9	-2	-0.3
42	CCn1cc(CNC(=O)c2ccc(Cl)c([N+](=O)[O-])c2)c(C)n1	-0.3	-7	-4	0.6	-2	4	-2	36	0	-1.9
43	CS(=O)(=O)c1ncc(Cl)c(C(=O)Nc2ccc(OC(F)F)cc2)n1	i	-3	-1	1.3	5	-2	2	18	2	2.6
44	COc1ccc(/C=N/Nc2ncc(Br)cn2)c(OC)c1	-0.4	-5	1	0.3	·	-6	-4	88*	2	-0.9
45	COC(=O)c1cn(NC(=O)Cc2ccc(Cl)cc2)c(=O)c2ccccc12	-0.6	2	-1	·	-1	-6	-4	-5	-2	-0.4
46	CCc1nnc(NC(=O)C2CCCN2S(=O)(=O)c2ccccc2)s1 (stereo unspecified)	i	0	-1	1.6	-21	-1	1	-14	-5	0.9
47	CC(C)C(OC(=O)CCC(=O)Nc1nccs1)C(=O)NC1CCCCC1 (stereo unspecified)	i	0	10	-0.2	-9	2	1	29	-14	0.5
48	Cc1ccc(C)c2nc(Cl)c(C#N)cc12	-1.8	3	0	·	7	1	0	-15	-4	-1.0
49	CC(=O)c1ccc(N(C(=O)CNC(=O)c2ccco2)C(C(=O)NCC2CCCO2)c2ccccc2)cc1 (stereo unspecified)	1.8	6	4	1.1	-11	-12	0	20	1	-0.4
50	COc1ccc(C(=O)NC(=S)Nc2ccccc2N2CCN(S(C)(=O)=O)CC2)cc1OC	-0.2	3	6	-0.1	-3	28	1	14	1	0.8
51	Cc1cc(NC(=O)COC(=O)c2cccc(S(=O)(=O)N(C)C3CCCCC3)c2)no1	-0.5	3	6	0.7	-11	28	-5	-1	2	1.1
52	Nc1nc2ccccc2nc1N1CCCC1	-0.4	-12	-2	1.7	-9	-1	-1	25	1	0.1
53	Cc1cc2ccccc2nc1SCC(=O)N1c2ccccc2CC1C (stereo unspecified)	6.6	-9	3	·	-28	-2	3	7	1	3.0
54	CCC(C(=O)OC)n1cnc2c(nnn2-c2ccccc2)c1=O (stereo unspecified)	-0.4	10	-1	1.3	-6	0	-3	25	-11	0.7
55	CN1CCN(c2ccc(NC(=O)CN3CCOCC3)cc2F)CC1	i	5	-6	1.7	-7	-5	2	36	1	1.1
56	CCSc1nnc(Cn2c(=O)sc3ccccc32)n1-c1ccccc1C	-0.2	-8	7	1.6	0	1	1	26	-5	2.8
